# Source: PubChem BioAssay
# MgcRacGAP inhibition = MgcRacGAP GTPase-activating activity inhibitors, confirmation, biochemical, ADP Hunter fluorescence | MgcRacGAP-stimulated Rac1 GTP hydrolysis, ADP Hunter fluorescence; higher % means a stronger effect; GST-tagged Rac1 F28L mutant substrate | inhibition, % at 30 µM; hits with a dose series show IC50 in µM | actives 0.6% (n = 340,000) | AID 624330;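 active = first-screen hits whose inhibition reached a set limit at any dose in the follow-up dose series; inconclusive = inhibition above the set first-screen limit but never retested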;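 also: fluorescence reports GDP produced by GAP-driven GTP hydrolysis; strong numbers were not always called active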
# Siah-1 displacement = Siah-1 peptide-binding antagonists, primary screen, biochemical, fluorescence polarization, rhodamine-plectin, uHTS (AID 1817); actives 0.02% (n = 290,000); Siah-1 / rhodamine-plectin peptide fluorescence polarization; higher % means a stronger effect; displacement, % at 20 µM, or IC50 in µM where a hit was titrated;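 active = displacement of at least 50% at 20 µM, with a fluorescence ratio check between 0.3 and a set limit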;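 also: plate controls were Siah plus tracer with DMSO for no effect and tracer alone without Siah for full effect; strong numbers were not always called active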
# XIAP displacement = small molecules displacing peptide from XIAP – biochemical, IAP family, fluorescence polarization (AID 1018) | XIAP BIR domain, fluorescence polarization peptide displacement; higher % means a stronger effect | displacement, % at 20 µM, or IC50 in µM where a hit was titrated | actives 0.007% (n = 200,000); in the data active = displacement above about 50%; also: a part of the inactive calls stands beside numbers as strong as those of hits
# HIV fusion peptide = inhibitors of HIV fusion peptide binding, primary screen, biochemical, uHTS, fluorescence dequenching (AID 1986); one-dose inhibition, % at 20 µM; IC50 in µM for titrated hits; actives 0.3% (n = 290,000); cell-free peptide binding, fluorescence dequenching, 30 min; higher % means a stronger effect; in the data active = inhibition mostly above about 52%, no sharp cut-off; inactive = mostly below about 76%; also: some results filed as inactive read as strong as hits
# SV40 large T antigen = TAg ATPase/helicase activity blockers – biochemical (AID 1903); SV40 large T antigen ATPase/helicase inhibition assay; higher % means a stronger effect; actives 0.39% (n = 310,000); inhibition, % at 20 µM, or IC50 in µM where a hit was titrated; in the data active = a potency from the dose series; inconclusive = inhibition mostly from about 32% at the one dose, without a potency; inactive = the rest, 99 in 100 with inhibition below about 32%; also: strong numbers were not always called active
# Dengue-2 NS5 capping = Dengue-2 NS5 methyltransferase inhibitors, primary screen, biochemical, confirmation dose response (AID 588689); Dengue-2 NS5 methyltransferase capping enzyme assay, biochemical; higher % means a stronger effect; actives 0.3% (n = 340,000); inhibition, % at 25 µM; hits with a dose series show IC50 in µM; in the data active = a potency from the dose series; inconclusive = inhibition above about 29% without an active follow-up result
# AID2073 = inhibitors of Mint1-CaV2.2 protein interaction, biochemical, HTRF (AID 2073); one-dose inhibition, % at 20 µM; IC50 in µM for titrated hits; actives 0.19% (n = 290,000); HTRF protein-protein interaction, Mint1-CaV2.2; higher % means a stronger effect; in the data active = inhibition mostly above about 51%, no sharp cut-off; inconclusive = no clear call, values can overlap the other calls; inactive = mostly below about 53%; also: some results filed as inactive read as strong as hits
# LYP inhibition = inhibitors of LYP phosphatase, biochemical, fluorescence intensity, uHTS (AID 1779); recombinant LYP phosphatase, fluorescence intensity; higher % means a stronger effect; actives 0.054% (n = 290,000); inhibition, % at 11.5 µM; hits with a dose series show IC50 in µM; in the data active = inhibition above about 50%;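 also: plate controls were vehicle with enzyme for no effect and no enzyme for full effect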
# RSV CPE inhibition = RSV antiviral activity via CPE protection, HEp-2 cells, primary 10 µM value included (AID 2391); HEp-2 cells, RSV-induced CPE inhibition; higher % means a stronger effect; CPE inhibition, % at 10 µM; hits with a dose series show IC50 in µM; actives 0.13% (n = 310,000); in the data active = a potency from the dose series; inconclusive = CPE inhibition mostly from about 23% at the one dose, without a potency; inactive = the rest, 99 in 100 with CPE inhibition below about 21%; also: strong numbers were not always called active
# Dengue-2 NS5 capping pilot replicate = further read-out of Dengue-2 NS5 capping, marked with its call; inhibition, %; measured here: pilot screen replicate inhibition
# Active calls of the source: *; ? = inconclusive; · = no result given.
SMILES,MgcRacGAP inhibition,Siah-1 displacement,XIAP displacement,HIV fusion peptide,SV40 large T antigen,Dengue-2 NS5 capping,AID2073,LYP inhibition,RSV CPE inhibition,others
COc1cc(NC(=S)NN2CCN(C)CC2)cc(OC)c1OC,10%,-5%,2.2%,-0.4%,3%,-2%,-20%,-2%,2.4%,
COCCCNC(=S)NC(=O)c1ccc([N+](=O)[O-])cc1,7%,0%,-6.5%,-2.4%,11%,-3%,-13%,-6%,-0.1%,
Cc1cc(C)c(S(=O)(=O)c2cccc(Br)c2C)c(Cl)n1,0%,-1%,·,-0.2%,-2%,-3%,6%,-5%,1.6%,
Cc1ccc(S(=O)(=O)N2CCCOC2CNC(=O)C(=O)NCc2ccc3c(c2)OCO3)cc1 (configuration not stated),3%,-4%,·,0.5%,7%,-6%,9%,-4%,2.2%,
COc1ccc(-n2nnnc2SCC(=O)NCCc2ccc(OC)c(OC)c2)cc1,1%,0%,-1.9%,1.3%,7%,-6%,17%,-8%,0.7%,
CCO[C@H]1OC(C(=O)N2CCN(Cc3ccccc3)CC2)=C[C@@H](C)[C@@H]1CCCO,14%,-1%,-4.8%,3.2%,0%,-5%,4%,-2%,1.4%,
CC(=O)N(C)C(c1ccc(N(C)C)cc1)c1nnnn1-c1c(C)cccc1C (configuration not stated),8%,-1%,-1.8%,0.2%,13%,1%,-8%,0%,3.4%,
CCC(C(=O)OC)n1cnc2scc(-c3ccc(C)c(C)c3)c2c1=O (configuration not stated),3%,1%,·,-1.3%,6%,-6%,7%,-10%,4.1%,
Cc1ccc(-c2csc(NC(=O)Cc3ccc(F)cc3)n2)o1,13%,0%,-2.0%,7.7%,19%,-17%,-10%,-3%,17%,
COc1ccccc1NC(=S)NC1CCCCCCCCCCC1,11%,13%,·,-0.9%,6%,6%,-12%,1%,?,
CC1CCC2(CC1)NC(=O)N(NC(=O)CCl)C2=O (configuration not stated),2%,2%,-5.6%,0.3%,6%,-7%,-2%,-10%,13%,
COc1ccc(N(CC(=O)Nc2cc(C)on2)S(=O)(=O)c2cc(C)ccc2C)cc1,0%,1%,-1.8%,1.6%,-9%,-8%,-7%,2%,1.3%,
O=[N+]([O-])c1cccc(S(=O)(=O)N2CCCCCC2)c1,3%,-4%,-3.3%,0.0%,17%,-1%,-3%,-6%,3.0%,
CSc1nsc(SCC(=O)Nc2ccc(F)cc2F)n1,7%,0%,·,1.2%,6%,-4%,5%,-3%,4.6%,
CC(C)C(=O)Nc1ccc(NC(=O)c2ccc(COc3ccccc3)cc2)cc1,4%,4%,·,-0.6%,6%,·,33%,-12%,2.9%,
CC(C)OC(=O)c1nnn(-c2nonc2N)c1CN1CCCCCC1,5%,-2%,-7.5%,1.3%,25%,-3%,1%,-8%,0.0%,
CCC(NC(=O)C1CCCC1)c1ccc(C)cc1 (configuration not stated),3%,2%,·,0.0%,7%,-1%,7%,-1%,0.6%,Dengue-2 NS5 capping pilot replicate=-0.3
CCOc1ccc(C2C(C(=O)OC)=C(C)N=C3SCCC(=O)N32)cc1OCC (configuration not stated),11%,4%,-2.4%,0.6%,4%,3%,0%,9%,1.5%,
Cc1ccccc1NC(=O)N1CCC(NC(=O)C2CCCCC2)CC1,5%,6%,·,0.5%,-9%,-7%,-1%,-11%,2.2%,
NC(=O)N/N=C/c1ccc(-c2cccc(C(F)(F)F)c2)o1,12%,2%,-5.5%,-1.2%,8%,-8%,-9%,-2%,13%,
COC(=O)c1ccc(C23CC4(C2)[C@H](CN(Cc2ccc(-c5ccccc5)cc2)[C@@H]4c2ccccc2)C3c2ccc(Cl)nc2)cc1 (some centres not stated),·,2%,·,3.8%,15%,·,36%,-4%,0.0%,
COCC1CCCN(Cc2nc(Cc3ccccc3)no2)C1 (configuration not stated),-3%,0%,1.7%,-0.3%,-3%,2%,-10%,-2%,3.6%,
O=C(COc1ccc([N+](=O)[O-])cc1)Nc1ccc(C(=O)NCc2cccnc2)cc1,-6%,3%,-20%,1.9%,4%,-1%,7%,1%,3.5%,
Clc1ccc(Sc2cnc3ccccc3n2)cc1,11%,2%,-5.0%,-1.5%,-2%,-11%,9%,-5%,·,
CCC(c1nnnn1Cc1ccco1)N(CCc1ccccc1)Cc1cc2cc(C)ccc2[nH]c1=O (configuration not stated),7%,4%,-2.9%,5.1%,·,-14%,37%,12%,?,
Cc1cc(NC(=O)CCCC(=O)N(c2ccccc2)C(C(=O)NC2CCCCC2)c2cccs2)no1 (configuration not stated),-1%,-1%,-8.7%,9.5%,3%,-10%,1%,-7%,-1.9%,
CC(=O)c1sc(NC(=O)c2ccc(C)c(C)c2)nc1C,3%,12%,-4.2%,3.2%,-2%,-5%,12%,-4%,1.5%,
CC(=O)Nc1ccc(N2C(=O)CSC2c2cccc([N+](=O)[O-])c2)cc1 (configuration not stated),1%,2%,-4.6%,0.6%,16%,·,-5%,-10%,0.8%,
Cc1cc(NC(=O)CSc2nnc(C3CC3)n2N)c([N+](=O)[O-])cc1C,6%,-2%,-4.8%,-1.7%,3%,2%,-3%,-5%,0.3%,
Cc1ccc(S(=O)(=O)NNC(=O)Nc2cccc3ccccc23)cc1,7%,-1%,-2.3%,-2.4%,2%,-3%,-12%,-10%,1.2%,
CCCCN(C(=O)c1ccc2c(c1)OCCO2)c1c(N)n(CCCC)c(=O)[nH]c1=O,-2%,·,·,·,10%,1%,·,·,1.8%,
COc1cc2cc(CN(CCCN3CCOCC3)Cc3nnnn3Cc3ccccc3)c(=O)[nH]c2cc1OC,6%,12%,-12%,1.3%,2%,6%,5%,-5%,-0.1%,
C/C(=N\OCc1ccc(C#N)cc1)c1cc2ccccc2o1,5%,4%,·,-0.3%,13%,-4%,-6%,-5%,?,
O=C(CN1C(=O)S/C(=C\C=C\c2ccccc2)C1=O)Nc1ccccc1C(=O)O,16%,1%,·,21µM*,22%,24%,-18%,0%,1.5%,
O=C(OCC(=O)N1CCN(C(=O)c2ccco2)CC1)c1ccc(S(=O)(=O)N2CCCCC2)cc1,9%,6%,-6.2%,2.0%,26%,-14%,2%,-8%,2.0%,
C/C(=N\Nc1nc2c(s1)CCCC2)c1ccc(Cl)cc1,7%,-2%,-7.7%,-1.8%,27%,-11%,-34%,-6%,-0.2%,
CCCCOn1c(C)c(C(C)=O)c2c3no[n+]([O-])c3ccc21,-5%,5%,-1.8%,-2.1%,6%,4%,-1%,-7%,0.4%,
Cc1nc2ccc([N+](=O)[O-])cc2c(=O)n1Cc1ccc(Br)cc1,9%,15%,·,-1.6%,6%,-1%,4%,-5%,1.0%,Dengue-2 NS5 capping pilot replicate=-0.9
Cc1cc(Cl)c(OCCn2ccnc2)c(Br)c1,24%,1%,·,2.4%,3%,-12%,-9%,-5%,3.9%,
Cc1ccc(C(=O)N2CCN=C2SCc2ccc([N+](=O)[O-])cc2)cc1,8%,2%,-0.7%,-1.7%,15%,-2%,-2%,-11%,1.6%,

# Sorted by length of the SMILES (smallest number first): four of the compounds above
SMILES,MgcRacGAP inhibition,Siah-1 displacement,XIAP displacement,HIV fusion peptide,SV40 large T antigen,Dengue-2 NS5 capping,AID2073,LYP inhibition,RSV CPE inhibition,others
Clc1ccc(Sc2cnc3ccccc3n2)cc1,11%,2%,-5.0%,-1.5%,-2%,-11%,9%,-5%,·,
COCC1CCCN(Cc2nc(Cc3ccccc3)no2)C1 (configuration not stated),-3%,0%,1.7%,-0.3%,-3%,2%,-10%,-2%,3.6%,
Cc1nc2ccc([N+](=O)[O-])cc2c(=O)n1Cc1ccc(Br)cc1,9%,15%,·,-1.6%,6%,-1%,4%,-5%,1.0%,Dengue-2 NS5 capping pilot replicate=-0.9
CC(=O)Nc1ccc(N2C(=O)CSC2c2cccc([N+](=O)[O-])c2)cc1 (configuration not stated),1%,2%,-4.6%,0.6%,16%,·,-5%,-10%,0.8%,

# Next part
SMILES,MgcRacGAP inhibition,Siah-1 displacement,XIAP displacement,HIV fusion peptide,SV40 large T antigen,Dengue-2 NS5 capping,AID2073,LYP inhibition,RSV CPE inhibition,others
COC(=O)C1=C(C(=O)OC)[C@@H]2N(Cc3ccccc3)c3ccccc3[C@@]23C[C@@H](C(=O)OC)N=C3N1,8%,-1%,·,-2.5%,10%,-3%,-4%,-4%,0.0%,
COc1ccc(/C=N/NC(=O)NC23CC4CC(CC(C4)C2)C3)c(OC)c1,1%,1%,·,0.1%,4%,-11%,28%,6%,2.6%,
COc1cccc(Nc2c([N+](=O)[O-])cncc2[N+](=O)[O-])c1,6%,-5%,·,-2.0%,0%,·,8%,-3%,2.9%,
CSc1nc(=S)cc(C)[nH]1,29%,-5%,·,-0.1%,?,-26%,-54%,-2%,0.8%,
COc1ccc(-c2csc(NC(=O)COC(=O)Cc3ccc(Cl)cc3Cl)n2)cc1,·,0%,-7.0%,-1.4%,1%,·,7%,4%,2.1%,
CC/C(=N\NC(=O)C1CC1)c1cccc(Cl)c1,4%,7%,-6.7%,1.2%,8%,-2%,-5%,-3%,2.4%,
Cc1ccc2c(c1)N(C(=O)CCC(=O)NCc1cccc(Br)c1)CC(C)O2 (configuration not stated),12%,1%,·,-0.7%,0%,1%,-1%,90%*,2.5%,
O=C(COC(=O)c1ccc(NS(=O)(=O)c2cccs2)cc1O)NC1CCCCC1,11%,-1%,·,3.1%,6%,45%,4%,-1%,9.4%,
COc1ccc(Nc2nc3ccccc3nc2C)cc1,4%,-2%,-8.6%,-0.4%,-1%,-6%,-5%,-8%,0.7%,
CC1=NNC(=O)/C1=C\c1cn(-c2ccccc2)nc1-c1ccccc1,18%,-3%,-5.1%,-2.8%,15%,11%,18%,2%,-4.8%,
Cc1ccc(S(=O)(=O)N2CCN(C(=O)CN3CCOCC3)C2)cc1,12%,0%,-5.5%,4.2%,15%,-3%,22%,-1%,1.6%,
O=C(NN=C1CCCC1)c1cc(-c2ccc(F)cc2)nc2ccccc12,4%,4%,-7.0%,-2.4%,5%,-14%,1%,-6%,1.1%,
O=S(=O)(c1ccc2oc3ccc(S(=O)(=O)N4CCCCC4)cc3c2c1)N1CCCCC1,10%,2%,26%,0.1%,0%,0%,16%,-4%,1.3%,
CCc1nc2ccccc2c(C(=O)OCC(=O)Nc2cccc(S(=O)(=O)N3CCOCC3)c2)c1C,7%,1%,-1.7%,-0.1%,10%,-8%,-1%,-16%,0.2%,
CN(C)CC1CCCCC1OC(=O)c1ccc(Cl)cc1Cl (configuration not stated),-7%,2%,-7.5%,0.2%,4%,-5%,-2%,-2%,1.5%,
Nc1cc2sc(-c3ccc(C(=O)O)cc3)nc2cc1Cl,9%,3%,-3.0%,9.5%,24%,-2%,44%,-13%,0.7%,
CCN(CC)CCCSc1nc2ccccc2s1,28%,3%,-11%,0.9%,9%,-7%,3%,-10%,-1.6%,
CC(=O)c1cc(CN2CCN(CCc3ccccc3)C(CCO)C2)cs1 (configuration not stated),6%,-4%,-7.0%,-1.6%,20%,-3%,1%,-6%,-2.4%,
